Bioassay records from PubChem BioAssay.
HEK293 tox – cytotoxicity in counter-screen for GLP-1R inverse agonists; HEK293 cAMP-luciferase reporter cells, luminescence, 24 h; actives 0.13% (n = 410,000); Potency, µM (series often up to 38.3 µM), for the others: top-dose activity change, negative = inhibition, usual class: inhibitors; AID 624418;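 also: loss of luciferase light is scored as toxicity; potency is read from the fitted curve at half-maximal effect; % is scaled to controls: 0 for no effect and ±100 for the full control effect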
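Step one: seed cells (200 cells/uL, DMEM with 10% Nu serum, 1% pen-strep). Step two: 12-hour incubation at 37 deg C. Step three: pin 23 nL compound, incubate 24 hr. Step four: add luciferase reagent, read luminescence 12 min later.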
SW480 rereplic – DNA re-replication induction in SW480 cells | SW480 DNA re-replication, Hoechst DNA content imaging, 48 h | Potency, µM (top dose mostly 46.1 µM), inactives show at the top dose re-replication activation, usual class: activators | actives 1.8% (n = 340,000) | AID 624297; also: potency is read from the fitted curve at half-maximal effect; % of control where 0% means no effect; nearly all actives have a fitted effect of over 55% in size
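Per well, 250 cells were exposed to pinned compound for 48 hr. Nuclear DNA was visualised with Hoechst (40 min, 37 C) and total object intensity recorded by fluorescence scanning.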
KB-V1 MDR tox – KB-V1 MDR subline cytotoxicity; KB-V1 MDR cells viability, CellTiter-Glo, 72 h; Potency, µM (highest dose often 46.1 µM), without a hit: at the highest dose activity change, negative = cytotoxicity, most hits filed as cytotoxic; actives 3.4% (n = 400,000); AID 1347076; also: potency is read from the fitted curve at half-maximal effect; % is scaled to controls: 0 for no effect and ±100 for the full control effect; nearly all actives have a fitted effect of over 60% in size
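KB-V1, DMEM (no phenol red) + 10% FBS; cpd pin-transferred, titration series; 72 h, 37 degrees C; CellTiter-Glo, luminescence. Data normalized, curve-fit.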
D3 ag – agonists of human D3 dopamine receptor; P35462; AID 652048; D3R DiscoveRx beta-arrestin cells, luminescence, 90 min; max activation, %; actives 0.58% (n = 410,000); in the data active = max activation above about 30%; also: 0% is about no effect; mostly tested at two doses, the higher about 12 µM
Target sequence (P35462 whole entry, looked up): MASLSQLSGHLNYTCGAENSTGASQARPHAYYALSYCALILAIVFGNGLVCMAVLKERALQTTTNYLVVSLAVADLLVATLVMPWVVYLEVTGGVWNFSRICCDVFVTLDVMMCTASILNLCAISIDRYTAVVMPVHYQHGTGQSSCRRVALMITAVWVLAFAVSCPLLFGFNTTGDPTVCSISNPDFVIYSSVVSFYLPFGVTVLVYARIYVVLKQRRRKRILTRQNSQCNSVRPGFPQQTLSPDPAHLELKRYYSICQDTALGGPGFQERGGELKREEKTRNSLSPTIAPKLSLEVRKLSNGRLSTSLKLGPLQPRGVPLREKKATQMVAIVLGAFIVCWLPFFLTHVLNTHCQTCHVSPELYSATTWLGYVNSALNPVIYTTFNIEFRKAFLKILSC
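Agonist-mode cell screen: cells plated at 1500/well and incubated overnight at 37 °C, then exposed to library compounds for 90 min at 37 °C. Detection reagent was added for 30–60 min at room temperature, and luminescence was read.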
KB-3-1 tox – kills parental KB-3-1 adenocarcinoma cells | KB-3-1 viability, CellTiter-Glo ATP luminescence, 72 h | Potency, µM (series often up to 46.1 µM), without a hit: top-dose activity change, negative = cytotoxic, most hits filed as cytotoxic | actives 1.4% (n = 400,000) | AID 1347075; also: potency is read from the fitted curve at half-maximal effect; % is scaled to controls: 0 for no effect and ±100 for the full control effect; nearly all actives have a fitted effect of over 60% in size
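Multi-concentration cytotoxicity screen in KB-3-1 cells grown in DMEM lacking phenol red with 10% FBS. After 72 h at 37 °C with compound, ATP-dependent luminescence was recorded.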
HT1080-NT tox – kills 2HG-producing HT-1080-NT fibrosarcoma cells; HT-1080-NT fibrosarcoma viability, CellTiter-Glo ATP luminescence, 48 h; AID 686970; Potency, µM (series often up to 46.1 µM), inactives show at the highest dose activity, negative = less viability, hits mostly cytotoxic; actives 1.6% (n = 360,000);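 also: NT is the 2HG producing partner of a matched IDH1 knockdown line; potency is read from the fitted curve at half-maximal effect; 0% = DMSO-treated cells and -100% = media-only wells without cells; nearly all actives have a fitted effect of over 55% in size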
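A 48-hour cytotoxicity screen used HT-1080-NT cells plated 2 hours before compound delivery. ATP-based CellTiter-Glo luminescence measured viability, normalized to DMSO and no-cell controls.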
IL1B secr inh – inflammasome signaling inhibition, IL-1 beta readout. THP-1 LPS/ATP IL-1B secretion, AlphaLISA, 16 h; active compounds read low. activity change, % at 57.5 µM. actives 4.7% (n = 360,000). AID 743279; in the data active = activity change below about -50%; inconclusive = mostly about -30% to -49%; also: % is scaled to controls: 0 for no effect and ±100 for the full control effect
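THP-1 cells pretreated 1 hr with compounds (up to 57.5 uM final), then stimulated with LPS (250 ng/mL final) plus ATP (1.25 mM final); secreted IL-1B measured by AlphaLISA after 16 hr, decreased signal indicating inhibition.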
MCF10A rerep – induces DNA re-replication in MCF 10a normal breast cells; MCF 10A DNA re-replication, Hoechst nuclear intensity, 48 h; Potency, µM (highest dose often 46.1 µM), for inactives: top-dose activity, positive = re-replication, actives largely listed as activators; actives 2.9% (n = 350,000); also: potency is read from the fitted curve at half-maximal effect; % of control where 0% means no effect; nearly all actives have a fitted effect of over 50% in size
HT1080 IDH1KD tx – HT-1080 IDH1 knockdown cell toxicity (counter line); Potency, µM (highest dose often 46.1 µM), for inactives: at the highest dose activity, negative = toxicity, hits mostly cytotoxic; AID 686971; HT-1080 IDH1 knockdown viability, ATP luminescence, 48 h; actives 2% (n = 360,000);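 also: potency is read from the fitted curve at half-maximal effect; 0% = DMSO wells and -100% = cell-free medium wells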
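Assay cells: HT-1080 with IDH1 knockdown, 750 per well, RPMI/5% FBS. Exposure: 48 h at 37 °C following 2 h pre-incubation. Read: CellTiter-Glo luminescence; fitted concentration-response, curve class assigned.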
An asterisk follows results filed as active; ? = inconclusive; / = no result given; [ ] = dose if it differs, or a comment. Unless noted, calls follow the shape of the dose curve; as a rule, active = well fitted curve in the direction sought with a large enough effect; inconclusive = small, poorly fitted or top-dose-only effect, or another doubt; inactive = no such curve, though single readings can be large; an effect the other way counts as inactive or inconclusive.

Keys: A = HEK293 tox; B = SW480 rereplic; C = KB-V1 MDR tox; D = D3 ag; E = KB-3-1 tox; F = HT1080-NT tox; G = IL1B secr inh; H = MCF10A rerep; I = HT1080 IDH1KD tx
> COc1cccc(C(=O)/C=C/Nc2ccc(NC(C)=O)cc2)c1
  A: -12%	B: 6%	C: -19%	D: 2	E: -6%	F: -28%	G: -12	H: ?	I: ?

> COc1cc(C(=O)Nc2ccc3c(c2)Cc2ccccc2-3)cc(OC)c1OC
  A: -20%	B: -2%	C: 7%	D: 1	E: 0%	F: -2%	G: 0	H: 8.2µM*	I: -13%

> Cc1ccc(-c2c(C(=O)c3ccc(Br)cc3)[nH]c(N)c2C(=O)NCc2ccc(Cl)cc2)cc1
  A: 5%	B: /	C: -17%	D: -1	E: 3%	F: 24%	G: 0	H: /	I: 15%

> CC(C)CC1C(=O)N(Cc2cn(CCC3OCCCO3)nn2)CCS(=O)(=O)N1Cc1ccc(-c2ccc(Cl)nc2)cc1 (configuration not stated)
  A: -36%	B: /	C: ?	D: 2	E: ?	F: -15%	G: 58	H: /	I: -17%

> C/C(=N\Nc1c(Cl)c(Cl)nc(C(=O)O)c1Cl)c1ccc(O)cc1
  A: 5%	B: 18%	C: ?	D: 1	E: 7%	F: 0%	G: -4	H: 3%	I: 20%

> COC(=O)C1=C[C@@H](C(=O)OC)[C@@H]2C3=C(C(=O)[C@@]2(C)NC(=O)c2ccccc2)[C@H](c2ccccc2)[C@@H]2C(=O)NC(=O)[C@@H]2[C@@H]3C1
  A: -58%	B: -3%	C: -11%	D: -2	E: -8%	F: 14%	G: -5	H: -10%	I: 24%

> Cc1ccc(NC(=O)c2cc(C)nc3ccccc23)c(Br)c1
  A: 12%	B: -3%	C: ?	D: -1	E: -9%	F: -8%	G: -16	H: 1%	I: -7%

> N#CCCN=C(NS(=O)(=O)c1ccccc1)c1ccccc1
  A: 8%	B: -21%	C: 17%	D: -3	E: -4%	F: 5%	G: -3	H: 0%	I: 3%

> O=C(COC(=O)c1ccccc1C(=O)N1CCN(c2ccccc2)CC1)Nc1ccc(F)cc1
  A: 1%	B: 1%	C: -12%	D: -1	E: -19%	F: -23%	G: ?	H: 0%	I: -26%

> COc1ccc(-c2cc(=O)n(-c3ccc([N+](=O)[O-])cc3)[nH]2)cc1
  A: ?	B: 0%	C: -3%	D: 2	E: ?	F: ?	G: 3	H: 16µM*	I: ?

> CCn1cc(S(=O)(=O)NCc2ccccc2Br)cn1
  A: 1%	B: -5%	C: 8%	D: -11	E: 0%	F: -7%	G: 0	H: 9%	I: -1%

> CCCCn1c(CCC)nc([N+](=O)[O-])c1Sc1ccc(Cl)cn1
  A: -11%	B: 17%	C: 0%	D: -2	E: ?	F: -13%	G: ?	H: ?	I: -3%

> CCN1C(=O)[C@H]2[C@@H](c3ccc(C(F)(F)F)cc3)N[C@]3(CCCN(Cc4ccc(F)cc4)C3=O)[C@H]2C1=O
  A: -21%	B: /	C: -5%	D: -4	E: -1%	F: -2%	G: 2	H: /	I: -5%

> Cc1cc(C)cc(NC(=O)CSCn2nnc3c(=O)[nH]c(Cc4ccc(F)cc4)nc32)c1
  A: -9%	B: /	C: 0%	D: -6	E: -10%	F: /	G: /	H: /	I: /

> COc1ccc(/C=N/N=C2/NC(=O)C(c3ccccc3)S2)c(OC)c1 (configuration not stated)
  A: -13%	B: -23%	C: 16%	D: -1	E: 13%	F: -24%	G: 0	H: 27%	I: -19%

> CCN(C(=O)c1ccnn1C)c1ccccc1
  A: 7%	B: -2%	C: 4%	D: -5	E: -1%	F: -1%	G: 2	H: 5%	I: -2%

> CSc1ccccc1OCc1cc(C(=O)N2CCN(c3ncccn3)CC2)no1
  A: -23%	B: -22%	C: -19%	D: 3	E: 8%	F: 1%	G: 9	H: 8%	I: 5%

> COc1ccc(OCC(=O)N2CCN(C(=O)c3cccs3)CC2)cc1
  A: 68%[activator]	B: -5%	C: -1%	D: -2	E: 0%	F: 0%	G: 24	H: -29%	I: -1%

> CC(=O)NS(=O)(=O)c1ccc(NC(=O)[C@@H]2CCCN2S(=O)(=O)c2ccc(Cl)cc2)cc1
  A: -7%	B: -9%	C: 30%	D: -5	E: 1%	F: 7%	G: -4	H: -4%	I: 12%

> CCSC(=O)NC1CCCCC1
  A: -2%	B: ?	C: -5%	D: -9	E: 9%	F: -3%	G: /	H: -7%	I: 22%

> COc1ccc([N+](=O)[O-])cc1N(CC(O)CN1CCOCC1)S(=O)(=O)c1ccccc1 (configuration not stated)
  A: 1%	B: -1%	C: -21%	D: -1	E: -5%	F: -2%	G: -12	H: 2%	I: 9%

> COc1ccc(C)cc1N(C(=O)c1ccccc1)c1nc2ccccc2s1
  A: -6%	B: 10%	C: -16%	D: 1	E: -5%	F: -11%	G: -3	H: 11%	I: -10%

> CC(C)C(=O)Nc1nnc(SCC(=O)NC2CC2)s1
  A: -6%	B: 0%	C: 6%	D: -1	E: 15%	F: -5%	G: -11	H: 1%	I: -10%

> CC(=O)Nc1ccc(NC(=O)COC(=O)C2CCCCC2)cc1
  A: -11%	B: -8%	C: 0%	D: 1	E: -2%	F: -3%	G: 25	H: 0%	I: -1%

> COC(=O)CSc1ccc(S(=O)(=O)N2CCOCC2)cc1[N+](=O)[O-]
  A: 1%	B: -9%	C: ?	D: 6	E: 12%	F: 24%	G: ?	H: 0%	I: 28%

Continued; it opens with the 3 that closed the last part.
Keys: A = HEK293 tox; B = SW480 rereplic; C = KB-V1 MDR tox; D = D3 ag; E = KB-3-1 tox; F = HT1080-NT tox; G = IL1B secr inh; H = MCF10A rerep; I = HT1080 IDH1KD tx
> CC(C)C(=O)Nc1nnc(SCC(=O)NC2CC2)s1
  A: -6%	B: 0%	C: 6%	D: -1	E: 15%	F: -5%	G: -11	H: 1%	I: -10%

> CC(=O)Nc1ccc(NC(=O)COC(=O)C2CCCCC2)cc1
  A: -11%	B: -8%	C: 0%	D: 1	E: -2%	F: -3%	G: 25	H: 0%	I: -1%

> COC(=O)CSc1ccc(S(=O)(=O)N2CCOCC2)cc1[N+](=O)[O-]
  A: 1%	B: -9%	C: ?	D: 6	E: 12%	F: 24%	G: ?	H: 0%	I: 28%

> COc1ccc(/C=C2\CCCCC2=O)cc1
  A: 3%	B: -9%	C: 9%	D: -3	E: -11%	F: 19%	G: -4	H: -1%	I: -1%

> COc1ccc(CN(C)C(C)C(=O)NC2CCCc3ccccc32)cc1 (configuration not stated)
  A: 1%	B: ?	C: ?	D: -10	E: -13%	F: -12%	G: -22	H: ?	I: ?

> O=C(CNC(=O)Cc1ccccc1)N=Nc1c(O)n(Cc2ccc3c(c2)OCO3)c2ccccc12
  A: -6%	B: -21%	C: -18%	D: -6	E: -8%	F: -10%	G: ?	H: 5%	I: -11%

> O=C(Nc1ccccc1N1CCOCC1)C1CCN(S(=O)(=O)c2cccc(C(F)(F)F)c2)CC1
  A: 55%[activator]	B: 9%	C: -1%	D: -11	E: -4%	F: -2%	G: ?	H: 1%	I: -10%

> O=C1NC2(CCCCC2)C(=O)N1/N=C/c1ccccc1Br
  A: 4%	B: -100%[inhibitor]	C: -22%	D: -12	E: -11%	F: -4%	G: -7	H: ?	I: 0%

> Cc1nnc(N2C(=O)c3ccc(Br)cc3C2=O)s1
  A: 0%	B: -11%	C: ?	D: -8	E: 8%	F: 15%	G: 5	H: -1%	I: 11%

> CS(=O)(=O)c1ccccc1COC(=O)Nc1ccc(Cl)cc1
  A: 0%	B: 2%	C: ?	D: -14	E: -20%	F: 10%	G: ?	H: 10%	I: -23%

> CCN1C(=O)/C(=C/c2cccs2)N(C)C1=S
  A: -15%	B: -9%	C: ?	D: -5	E: 7%	F: 4%	G: 2	H: 0%	I: 8%

> O=C(c1ccccc1F)N1CCC2CC1c1cc(-c3ccc4c(c3)OCO4)ccc12 (configuration not stated)
  A: 18%	B: /	C: 0%	D: -4	E: ?	F: ?	G: 18	H: /	I: ?

> CSc1cccc(NC(=O)CCC(=O)O)c1
  A: 0%	B: -3%	C: 3%	D: -9	E: -2%	F: 23%	G: -3	H: -1%	I: 13%

> COc1ccc(S(=O)(=O)N2CCN(C)CC2)cn1
  A: -3%	B: -14%	C: ?	D: -12	E: 11%	F: 23%	G: 18	H: 0%	I: 0%

> NC(=O)c1ccccc1NC(=O)c1ccc2ccccc2c1
  A: 3%	B: ?	C: -22%	D: 5	E: -7%	F: 1%	G: -12	H: 11%	I: -5%

> Cc1cccc(C(=O)N2CCc3cc(-c4nc(NC(=O)CN5CCCC5)sc4C)ccc32)c1
  A: -26%	B: ?	C: -4%	D: -4	E: -25%	F: ?	G: -10	H: 18µM*	I: ?

> CSc1ccc(CN2CCC(C)(Oc3ccccc3C)C2)cc1 (configuration not stated)
  A: 3%	B: /	C: -4%	D: -10	E: -1%	F: ?	G: 46	H: /	I: -24%

> C[C@@H]1CCCCO[C@H](CN(C)C(=O)c2ccccc2)[C@@H](C)CN([C@H](C)CO)C(=O)c2cc(NC(=O)NC3CCCCC3)ccc2O1
  A: -8%	B: /	C: ?	D: 7	E: 16%	F: 2%	G: 21	H: /	I: 1%

> CC(=O)Nc1ccc(NC(=O)CSc2ncnc3sc(C)c(C)c23)cc1
  A: 2%	B: -5%	C: ?	D: -6	E: -4%	F: -1%	G: -27	H: 19%	I: 5%

> Cc1c(NS(=O)(=O)c2cccc(C(=O)NCc3ccccc3Cl)c2)c(=O)n(-c2ccccc2)n1C
  A: 9%	B: -2%	C: 7%	D: 2	E: -16%	F: -1%	G: 4	H: 4%	I: 10%

> CCCCCSc1nnc2c(n1)[nH]c1c(C)cccc12
  A: -15%	B: /	C: ?	D: -1	E: ?	F: /	G: /	H: /	I: /

> Cc1c(C#N)c2ncnc(-c3ccccc3)c2n1-c1ccccc1
  A: -13%	B: 0%	C: 0%	D: 2	E: -8%	F: 4%	G: 25	H: 12%	I: 1%
